High-throughput results: PubChem, National Center for Advancing Translational Sciences (NCATS)
Luciferase inh = inhibitors of firefly (Photinus pyralis) luciferase. 2.5% of 76,000 active. Potency, µM (highest dose often 115 µM), inactives show top-dose activity change, negative = inhibition, hits mostly inhibitors. purified P. pyralis luciferase, luminescence, biochemical; also: potency is read from the fitted curve at half-maximal effect; nearly all actives have a fitted effect of over 65% in size
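Cell-free enzyme assay, 10nM P. pyralis luciferase, luciferin and ATP each at 10uM. Inhibition profiled over a 6-point titration, read as luminescence.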
GPT2 inh = blocks human glutamate pyruvate transaminase 2; AID 1671188; Recombinant GPT2, coupled pyruvate oxidase/HRP Amplex Red fluorescence; 0.25% of 100,000 active; Potency, µM (top dose mostly 57.7 µM), without a hit: at the highest dose activity change, negative = inhibition, actives largely listed as inhibitors; Q8TD30; also: potency is read from the fitted curve at half-maximal effect; nearly all actives have a fitted effect of over 60% in size; many of its hits are not listed in these tables
Target sequence (Q8TD30 whole entry, looked up): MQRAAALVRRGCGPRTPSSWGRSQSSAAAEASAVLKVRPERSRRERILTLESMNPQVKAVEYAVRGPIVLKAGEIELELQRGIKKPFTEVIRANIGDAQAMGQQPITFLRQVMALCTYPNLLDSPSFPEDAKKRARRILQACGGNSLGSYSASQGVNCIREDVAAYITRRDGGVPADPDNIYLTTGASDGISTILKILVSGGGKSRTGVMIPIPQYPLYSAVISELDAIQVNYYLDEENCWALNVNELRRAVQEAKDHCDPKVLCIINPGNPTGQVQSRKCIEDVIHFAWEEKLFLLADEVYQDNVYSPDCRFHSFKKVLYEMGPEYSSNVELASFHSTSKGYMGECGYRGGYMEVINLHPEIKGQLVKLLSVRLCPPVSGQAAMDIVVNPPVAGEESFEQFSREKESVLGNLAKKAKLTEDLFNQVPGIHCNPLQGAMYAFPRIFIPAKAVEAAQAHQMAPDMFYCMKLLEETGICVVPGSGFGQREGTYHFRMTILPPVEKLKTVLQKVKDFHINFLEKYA
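Inhibition is scored from Amplex Red fluorescence generated when pyruvate oxidase and HRP act on pyruvate released by GPT2. Reactions contain 10ng/uL enzyme, 250uM a-KG and 2mM L-alanine and run 30 min at room temperature.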
SNCA expr inhib = reduces expression of the alpha-synuclein gene; HEK-293 SNCA-luciferase knock-in, luminescence, 24 h; Potency, µM (series often up to 57.2 µM), without a hit: at the highest dose activity change, negative = inhibition, usual class: inhibitors; 0.17% of 140,000 active;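 also: potency is read from the fitted curve at half-maximal effect; plate controls were DMSO cells for no effect and cell-free wells for full effect; nearly all actives have a fitted effect of over 45% in size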
HEK cytotox = cytotoxic compounds in HEK 293 cells | 6.6% of 94,000 active | HEK 293 viability, ATP luminescence (CellTiter-Glo), 48-72 h | AID 1345083 | Potency, µM (top dose mostly 115 µM), for inactives: at the highest dose activity change, negative = cytotoxicity, most hits filed as inhibitors; also: potency is read from the fitted curve at half-maximal effect; nearly all actives have a fitted effect of over 60% in size
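Cells seeded first (HEK 293, 250 cells/well), then compound added by pintool. Incubation ran 48 or 72 hr at 37 degree Celsius. CellTiter-Glo was added and luminescence imaged after 10 min at room temperature.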
IP6K1 inh = blocks human inositol hexakisphosphate kinase 1. Q92551. IP6K1 kinase, ADP-Glo luminescence, 2 h; hits give low values. activity change, % (series mostly up to about 58 µM). 0.81% of 140,000 active. AID 1645851; in the data active = activity change below about -25%
Target sequence (Q92551 whole entry, looked up): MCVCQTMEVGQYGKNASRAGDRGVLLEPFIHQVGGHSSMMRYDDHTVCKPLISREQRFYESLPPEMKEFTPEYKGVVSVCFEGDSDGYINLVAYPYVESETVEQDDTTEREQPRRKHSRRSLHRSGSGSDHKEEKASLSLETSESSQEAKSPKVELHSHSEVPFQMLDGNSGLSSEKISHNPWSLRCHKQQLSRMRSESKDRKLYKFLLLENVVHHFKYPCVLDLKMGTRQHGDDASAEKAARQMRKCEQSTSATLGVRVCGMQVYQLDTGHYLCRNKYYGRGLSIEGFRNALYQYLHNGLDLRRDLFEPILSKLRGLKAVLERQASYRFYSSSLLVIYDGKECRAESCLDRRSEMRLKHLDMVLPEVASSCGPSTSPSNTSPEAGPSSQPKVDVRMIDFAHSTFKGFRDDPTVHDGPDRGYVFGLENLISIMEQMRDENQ
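ADP-Glo luminescence measures ADP made by human IP6K1 during a 2 h RT reaction with ATP/IP6 (mix at 1.3 mM/130 uM); top library doses 57.5 and 19.1 uM final.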
NIH3T3 tox = cytotoxic compounds in NIH 3T3 cells; AID 1345082; NIH 3T3 viability, CellTiter-Glo ATP luminescence, 48-72 h; Potency, µM (series often up to 96.7 µM), inactives show at the highest dose activity change, negative = cytotoxicity, hits mostly inhibitors; 4.3% of 94,000 active; also: potency is read from the fitted curve at half-maximal effect; nearly all actives have a fitted effect of over 55% in size
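NIH 3T3 cells at 400 cells/well received 23 nL of compound by pintool and were incubated 48 or 72 h at 37 °C. Viability was read as ATP-coupled CellTiter-Glo luminescence.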
SNCA viab count = counter-screen for SNCA expression inhibitors: cell viability; HEK-293-SNCA-luc viability, GF-AFC fluorescence, 24 h; Potency, µM (top dose mostly 57.1 µM), for inactives: at the top dose activity change, negative = cytotoxicity, hits mostly cytotoxic; 0.12% of 150,000 active;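 also: potency is read from the fitted curve at half-maximal effect; 0% = DMSO-treated cells and -100% = medium-only wells without cells; nearly all actives have a fitted effect of over 30% in size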
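Cytotoxicity counterscreen: after 24 h compound treatment of genome-edited SNCA-luciferase HEK-293 cells, live-cell protease substrate GF-AFC read by fluorescence after 30 min; activity scaled between DMSO (0%) and medium-only (-100%), curves Hill-fitted.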
* hit, by the source's call; i = inactive; ? = inconclusive; . = not tested or not shown; [ ] = remark or other dose. Unless noted, calls follow the shape of the dose curve; as a rule, active = well fitted curve in the direction sought with a large enough effect; inconclusive = small, poorly fitted or top-dose-only effect, or another doubt; inactive = no such curve, though single readings can be large; an effect the other way counts as inactive or inconclusive. Unless noted, % is scaled to controls: 0 for no effect and ±100 for the full control effect.

Below each SMILES: Luciferase inh | GPT2 inh | SNCA expr inhib | HEK cytotox | IP6K1 inh | NIH3T3 tox | SNCA viab count
1	CC(C)Cc1cc(C(=O)N2CCCC(OCc3ccccn3)C2)n(C)n1 (configuration not stated)
→ -1% | -4%[11.5 µM] | -27% | 0% | 5 | 0% | -2%
2	COc1ccc(-c2noc([C@@H]3C[C@@H](O)CN3Cc3cccs3)n2)cc1
→ 14µM* | 0%[88.5 µM] | 160%[activator][87.6 µM] | -22%[172 µM] | 9 | -36%[174 µM] | 0%[87.6 µM]
3	CC[C@H]1CN(S(C)(=O)=O)CC[C@H]1CC(=O)NCc1ccco1
→ -5%[172 µM] | -26%[88.5 µM] | 8%[87.6 µM] | i | -8 | i | 0%[87.6 µM]
4	Cc1ccc(Cn2c(C3CCN(C(=O)c4ccc5c(c4)OCO5)CC3)n[nH]c2=O)cc1
→ 3% | i | 0% | ? | -8 | -16% | -4%
5	CCN(C(=O)Cn1nc(Cc2cccnc2)c2ccccc2c1=O)c1cc(C)ccc1C
→ . | . | 8% | . | 32 | . | -3%
6	COc1ccc(NC(=O)N2C[C@@H]3C[C@H](C2)c2ccc(NC(=O)c4ccc(F)cc4)c(=O)n2C3)cc1
→ -8% | 2% | 34%[activator] | i | 13 | -8% | -12%
7	CCc1cc(NCC(O)CN2CCCCC2)ncn1 (configuration not stated)
→ 0% | 4% | 7% | 4% | -4 | 3% | 1%
8	O=C(c1ccccc1F)N1CCCN(c2nc3ncccc3o2)CC1
→ -1% | i | -3% | -9% | 7 | -30% | -9%
9	CN1c2cc(C(=O)Nc3ccc(OC(F)(F)F)cc3)ccc2C(=O)N2CCCCC21 (configuration not stated)
→ ? | i | 108%[activator] | -25% | -7 | ? | 4%[12.5 µM]
10	C=C1CC/C=C(/CO)C(=O)C[C@@H]2[C@@H]1C[C@@]2(C)COC(C)=O
→ . | i | . | . | 9 | . | 3%
11	Cc1[nH]c2ccccc2c1C1(O)C(=O)N(Cc2ccc(Cl)cc2)c2ccccc21 (configuration not stated)
→ . | . | -25% | . | -8 | . | 0%
12	O=C1CCN(C(=O)C2CCN(C(=O)CCC3CCCC3)CC2)CCCCCCN1
→ 3% | i | -3% | -5% | 4 | -25% | 3%
13	COc1cccc(C(=O)N2CCN(C(=O)c3nnn4c3COC(c3ccc(F)cc3)C4)CC2)c1 (configuration not stated)
→ -8% | i | -22% | -6% | 1 | -10% | 3%
14	CCCC(=O)N1Cc2ccccc2CC2(CCCN(Cc3ccccn3)C2)C1 (configuration not stated)
→ . | i | -17% | -26% | 4 | -11% | -1%
15	COc1ccccc1CC(=O)NCc1nnc2cc(-c3nc(C(C)C)no3)ccn12
→ 0% | 2% | 5% | -22% | -5 | -21% | -7%
16	O=C(c1cccc(Br)c1)N1CCCN(c2ccnc3ccnn23)CC1
→ . | ? | 3% | ? | -3 | ? | 8%
17	Cc1ccc([S+](=O)([O-])N2CC(=O)N(CCc3ccccc3)CC(O)C2)cc1 (configuration not stated)
→ . | . | . | ? | 16 | ? | .
18	CCC(CC)C(=O)N[C@H]1C[C@@H](Cc2cc(COc3ccccc3)on2)C1(C)C
→ -7%[172 µM] | -5%[88.5 µM] | 5%[87.6 µM] | 32µM* | 10 | 71µM* | ?
19	O=C(CCc1ccccc1)N1C[C@@H](CO)[C@@H]2Oc3c(F)cccc3[C@@H]21
→ . | . | . | ? | 23 | -25% | .
20	CC(C)=C1CC2[C@](C)(CC[C@@H](OC(=O)C3(C)OC3C)[C@@]2(C)O)CC1=O (some centres not stated)
→ . | -4%[27.3 µM] | . | . | -4 | . | -14%
21	Cc1ccc(CN2CCN3C(=O)N(C4CCOCC4)C[C@H]3C2)cc1
→ 3%[172 µM] | 2%[88.5 µM] | 1%[87.6 µM] | -11%[172 µM] | 1 | 2%[138 µM] | 0%[87.6 µM]
22	Cc1cccc(NC(=O)c2cc3c([nH]c2=O)CC(c2ccccc2)CC3=O)c1 (configuration not stated)
→ . | . | ? | . | -4 | . | -5%
23	O=C1CCN(C(=O)CC(c2ccccc2)c2ccc3c(c2)OCO3)CCN1 (configuration not stated)
→ 15% | -15% | -10% | -25% | 10 | -24% | 0%
24	COc1ccccc1CNC(=O)c1cc2sccc2n1Cc1ccc(F)cc1
→ . | . | -18% | . | 16 | . | -14%
25	COc1cccc(C(=O)N2CCN(c3cc(-c4ccc(F)cc4)[nH]n3)CC2)c1OC
→ 11% | i | -11% | ? | 23 | ? | 5%
26	Cc1ccc(NC(=O)Cn2c(=O)n(Cc3nc(C)no3)c(=O)c3cc4c(cc32)OCO4)c(Cl)c1
→ . | . | 9% | . | -1 | . | -5%
27	CN1CCCN(C[C@@H]2CN(S(C)(=O)=O)C[C@@H]2CO)CC1
→ -21% | 0% | -19% | i | 4 | 4% | 3%
28	O=C(CC(c1ccccc1)c1ccccc1Cl)N1CCCC1 (configuration not stated)
→ 0% | -8% | -15% | -20% | 9 | -23% | -9%
29	Cc1ccccc1CN(CC1CCCO1)C(=O)c1cccc(CCC(C)(C)O)c1 (configuration not stated)
→ 2% | i | -10% | ? | 2 | -28% | -21%
30	CNC(=O)N1CCC(C2CCN(C(=O)NC(C)(C)C)C2)CC1 (configuration not stated)
→ -4% | i | 15% | 2% | -6 | -10% | 6%[12.5 µM]
31	CC(=O)N1CCC(C(=O)Nc2nc3c(s2)C[C@]2(C)CC[C@@H]4[C@H](OC(=O)[C@H]4C)[C@H]2[C@@H]3C)CC1
→ 8% | 3% | 10% | ? | 0 | -20% | 4%
32	COc1ccc(-c2ccc3c(c2)C(=O)N2CCN(C(=O)C4CCCCC4)C[C@@H]2C(=O)N3)cc1
→ -4% | 3% | -22% | -35% | -8 | -15% | -9%
33	CC(C)c1nnsc1CNCc1ccccc1OCCCCN1CCOCC1
→ 5% | 0% | -19% | -5% | 9 | -9% | -15%
34	CC(C)(C)C1CCC2(CC1)NC(=O)N(CC(=O)NC1CCCCC1)C2=O (configuration not stated)
→ -2% | 2% | -2% | -17% | 6 | -22% | -9%
35	Cc1ccc(Cn2c(CNC(=O)Cc3cccc(C)c3)nc3cccnc32)cc1
→ . | . | -10% | . | 1 | . | -27%
36	Cc1noc(C2CC3(CCN(C(=O)c4n[nH]c5ccccc45)CC3)CN2C)n1 (configuration not stated)
→ -5% | i | 27% | i | -7 | 0% | 6%
37	Cc1cc2c(cc1NC(=O)c1ccccc1C)n(C)c(=O)c(=O)n2C
→ . | . | 2% | . | 5 | . | 6%
38	CCOC(=O)c1c(NC(=O)c2nc(SCC)ncc2Cl)sc2c1CCCC2
→ . | . | 0% | . | -10 | . | 10%
39	Cc1ccc(Cl)cc1NC(=O)Nc1c(C)n(C)n(-c2ccccc2)c1=O
→ . | . | 3% | . | 11 | . | -6%
40	Cn1ncc2c(C(=O)N3CCOCC3)cc(-c3ccccc3F)nc21
→ . | . | . | i | 7 | ? | .
41	CCn1ncc(N2CCCC(CC(=O)N(C)C3CCN(C)CC3)C2)cc1=O (configuration not stated)
→ . | i | 0% | i | 1 | -4% | 13%
42	Fc1cccc(CN2CCO[C@@H](COc3ccccn3)[C@@H]2c2ccccc2)c1
→ . | i | 8% | ? | 5 | 35µM* | 14%
43	COc1cccc(-c2csc(-c3c(N)c(C(=O)c4ccccc4)n4ccccc34)n2)c1
→ . | . | -22% | . | 19 | . | -12%
44	COc1ccc(-c2ccnc3nc(CCc4ccccc4)nn23)cc1OC
→ 5% | i | 41%[activator] | ? | -15 | ? | 4%
45	CCCNC(=O)N1CCCCCC1CN1CCC(C)CC1 (configuration not stated)
→ . | i | -6% | -26% | 2 | -20% | 6%
46	CCOCCn1c(=O)[nH]c2cc(C(=O)NCCc3ccc(C)s3)ccc21
→ 40µM* | ? | 109%[activator] | ? | -10 | -25% | 0%
47	Cc1ccccc1Nc1c(-c2ccc(N3CCOCC3)cc2)nc2ccc(Cl)cn12
→ . | . | 24% | . | 29 | . | -6%
48	Cc1cccc(-c2nc3ccc(C(=O)NCc4ccccn4)cc3o2)n1
→ . | -8%[88.5 µM] | 12%[87.6 µM] | ? | 13 | -28%[138 µM] | 10%[87.6 µM]

From no. 35 as far as 48, as listed above:
Below each SMILES: Luciferase inh | GPT2 inh | SNCA expr inhib | HEK cytotox | IP6K1 inh | NIH3T3 tox | SNCA viab count
35	Cc1ccc(Cn2c(CNC(=O)Cc3cccc(C)c3)nc3cccnc32)cc1
→ . | . | -10% | . | 1 | . | -27%
36	Cc1noc(C2CC3(CCN(C(=O)c4n[nH]c5ccccc45)CC3)CN2C)n1 (configuration not stated)
→ -5% | i | 27% | i | -7 | 0% | 6%
37	Cc1cc2c(cc1NC(=O)c1ccccc1C)n(C)c(=O)c(=O)n2C
→ . | . | 2% | . | 5 | . | 6%
38	CCOC(=O)c1c(NC(=O)c2nc(SCC)ncc2Cl)sc2c1CCCC2
→ . | . | 0% | . | -10 | . | 10%
39	Cc1ccc(Cl)cc1NC(=O)Nc1c(C)n(C)n(-c2ccccc2)c1=O
→ . | . | 3% | . | 11 | . | -6%
40	Cn1ncc2c(C(=O)N3CCOCC3)cc(-c3ccccc3F)nc21
→ . | . | . | i | 7 | ? | .
41	CCn1ncc(N2CCCC(CC(=O)N(C)C3CCN(C)CC3)C2)cc1=O (configuration not stated)
→ . | i | 0% | i | 1 | -4% | 13%
42	Fc1cccc(CN2CCO[C@@H](COc3ccccn3)[C@@H]2c2ccccc2)c1
→ . | i | 8% | ? | 5 | 35µM* | 14%
43	COc1cccc(-c2csc(-c3c(N)c(C(=O)c4ccccc4)n4ccccc34)n2)c1
→ . | . | -22% | . | 19 | . | -12%
44	COc1ccc(-c2ccnc3nc(CCc4ccccc4)nn23)cc1OC
→ 5% | i | 41%[activator] | ? | -15 | ? | 4%
45	CCCNC(=O)N1CCCCCC1CN1CCC(C)CC1 (configuration not stated)
→ . | i | -6% | -26% | 2 | -20% | 6%
46	CCOCCn1c(=O)[nH]c2cc(C(=O)NCCc3ccc(C)s3)ccc21
→ 40µM* | ? | 109%[activator] | ? | -10 | -25% | 0%
47	Cc1ccccc1Nc1c(-c2ccc(N3CCOCC3)cc2)nc2ccc(Cl)cn12
→ . | . | 24% | . | 29 | . | -6%
48	Cc1cccc(-c2nc3ccc(C(=O)NCc4ccccn4)cc3o2)n1
→ . | -8%[88.5 µM] | 12%[87.6 µM] | ? | 13 | -28%[138 µM] | 10%[87.6 µM]
